High-throughput results as filed in PubChem.
IMPase cell inh: qHTS Assay for Identifying the Cell-Membrane Permeable IMPase Inhibitors; 120,000 tested, under 10 active; inhibition (IP1 accumulation), % at 46.1 µM; Inositol monophosphatase 1 (Rattus norvegicus), P97697; CHO-M1 cells, IP1 accumulation, HTRF TR-FRET ratio; active = well fitted curve in the direction sought with a large enough effect in the signal ratio, not every such curve was filed as active; inconclusive = small, poorly fitted or top-dose-only effect, or a change in a side signal; inactive = no such curve, though single readings can be large or run the other way; the % refers to the signal ratio;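 note: cells stimulated with carbachol in lithium chloride buffer; plate controls were DMSO basal wells for no effect and reference inhibitor wells for full effect; higher means more IMPase inhibition seen as more IP1 and lower FRET ratio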
Target sequence (P97697 whole entry, looked up): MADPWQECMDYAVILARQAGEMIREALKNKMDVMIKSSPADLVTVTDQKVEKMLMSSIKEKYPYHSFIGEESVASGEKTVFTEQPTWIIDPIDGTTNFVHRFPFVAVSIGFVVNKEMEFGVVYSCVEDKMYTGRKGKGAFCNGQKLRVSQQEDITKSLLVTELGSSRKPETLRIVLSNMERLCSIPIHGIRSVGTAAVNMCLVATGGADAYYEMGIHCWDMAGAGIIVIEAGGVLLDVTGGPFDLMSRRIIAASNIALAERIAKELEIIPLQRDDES
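Carbachol-driven Gq signalling in CHO-M1 cells (2000/well) generates IP1. Compounds that block IMPase raise IP1 and so reduce the FRET signal from Eu-anti-IP1 and d2-IP1 after a 10 min room-temperature lysis.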
12-hLO inh: qHTS Assay for Inhibitors of 12-hLO (12-human lipoxygenase). Polyunsaturated fatty acid lipoxygenase ALOX12 (Homo sapiens), P18054. purified 12-hLO, xylenol orange hydroperoxide absorbance. Potency, µM (doses to about 57.1 µM), inactives show top-dose activity change, negative = inhibition, hits mostly inhibitors. 150,000 tested, 0.12% active. AID 1452, 2008; note: potency is the fitted concentration of half-maximal effect; nearly all actives have a fitted effect of over 55% in size; many of its hits are not listed in these tables
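150 nM 12hLO, 25 mM Hepes pH 7.0 + 0.01% Triton X-100; cpd preinc 15 min RT; 40 uM arachidonic acid, 30 min RT; Fe-XO 30 min; A573/A405 ratio as read-out.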
PNC assembly inh: High Content Assay for Compounds that inhibit the Assembly of the Perinucleolar Compartment | PC3M PTB-GFP, PNC prevalence imaging, 16 h; stronger effect = lower value | activity change (PNC), negative = inhibition, % at 10 µM | 140,000 tested, 3.1% active | AID 2417, 2010;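 active = readout at or below -70, meaning at least 70% loss of cells showing the perinucleolar compartment, a nuclear body marking cancer cells; inconclusive = readout between -30 and a set limit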;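 note: plate controls were DMSO wells for no effect and camptothecin positive control wells for full effect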
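Read-out is percentage of cells bearing a perinucleolar compartment, from automated 20x imaging of fixed, Hoechst-stained PC3M PTB-GFP cells. Cells were seeded 4 h, then exposed 16 h to compound (23 nl of library stock) in duplicate plates.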
ALOX15B inhib: qHTS Assay for Inhibitors of 15-hLO-2 (15-human lipoxygenase 2); 110,000 tested, 0.56% active; Potency, µM (doses to about 57.1 µM), inactives show top-dose activity change, negative = inhibition, most hits filed as inhibitors; AID 881, 2007; Polyunsaturated fatty acid lipoxygenase ALOX15B (Homo sapiens), O15296; purified 15hLO-2, xylenol orange hydroperoxide absorbance; note: potency is the fitted concentration of half-maximal effect; nearly all actives have a fitted effect of over 60% in size; many of its hits are not listed in these tables
Target sequence (O15296 whole entry, looked up): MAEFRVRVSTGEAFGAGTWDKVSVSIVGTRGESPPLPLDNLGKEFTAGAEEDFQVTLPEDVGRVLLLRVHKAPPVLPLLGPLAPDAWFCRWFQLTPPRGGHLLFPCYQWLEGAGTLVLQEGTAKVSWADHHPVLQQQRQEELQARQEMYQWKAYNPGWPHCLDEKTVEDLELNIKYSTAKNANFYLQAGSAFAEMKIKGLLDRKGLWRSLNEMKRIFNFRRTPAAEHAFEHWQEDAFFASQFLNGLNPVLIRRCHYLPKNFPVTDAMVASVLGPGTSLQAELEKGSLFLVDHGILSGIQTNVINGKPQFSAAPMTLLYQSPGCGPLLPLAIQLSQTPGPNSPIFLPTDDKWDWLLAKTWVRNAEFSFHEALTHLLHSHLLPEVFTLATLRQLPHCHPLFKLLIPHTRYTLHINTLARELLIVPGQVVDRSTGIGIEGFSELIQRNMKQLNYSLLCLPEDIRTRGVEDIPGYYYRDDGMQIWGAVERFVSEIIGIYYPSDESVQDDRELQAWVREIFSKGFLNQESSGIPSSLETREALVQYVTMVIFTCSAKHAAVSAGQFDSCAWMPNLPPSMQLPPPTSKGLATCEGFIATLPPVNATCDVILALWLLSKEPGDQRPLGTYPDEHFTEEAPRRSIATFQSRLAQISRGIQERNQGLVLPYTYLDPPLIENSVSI
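Purified human 15hLO-2 (50 nM final) preincubated with compounds 15 min at room temperature in 25 mM Hepes pH 7.5, 0.01% Triton X-100, then 45 uM arachidonic acid added for 90 min; hydroperoxide detected via ferrous/xylenol orange, 573/405 nm absorbance ratio.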
Starred values were filed as active, the others as inactive; ? = inconclusive; . = no result given; & = joins results of further samples; [ ] = dose if it differs, or a comment. Unless noted, calls come from the whole dose curve; as a rule, active = well fitted curve in the direction sought with a large enough effect; inconclusive = small, poorly fitted or top-dose-only effect, or another doubt; inactive = no such curve, though single readings can be large; an effect the other way counts as inactive or inconclusive. Unless noted, % is set by controls: 0 for no effect and ±100 for the full control effect. A portion of the library; the hit share may differ from the screen's.

canonical_smiles | IMPase cell inh | 12-hLO inh | PNC assembly inh | ALOX15B inhib
Brc1cc2c(cc1/C=N/Nc1nc3ccccc3s1)OCO2 | -2 | -3% | 41 | -27%
COc1ccc(C(=O)C(OC(=O)c2ccccc2)c2ccccc2)cc1 (stereo not given) | -1 | 4% | 14 | 4%
COc1ccc(NC(=O)CSc2nnc(N)s2)cc1 | -2&-1 | -4% | ? | -8%
CCOC(=O)CC(=O)Nc1nnc(C(C)C)s1 | 7 | -4% | -26 | -5%
Cc1ccccc1N1C(=O)C2ON(c3ccccc3)C(c3cccnc3)C2C1=O (stereo not given) | -7 | -3% | 24 | -3%
CCC(c1nnc(SCC(=O)NCCc2ccc(Cl)cc2Cl)o1)N(C)C (stereo not given) | 0 | -5% | 13 | ?
CCOc1ccc(OCC)c(NC(=O)CSc2nnnn2CC)c1 | 4 | -2% | 121 | .
CCOCCCNC(=S)N(Cc1ccccc1)Cc1nc2ccccc2c(=O)[nH]1 | . | -5% | -15 | .
Cn1c(CNS(=O)(=O)c2ccc(Br)cc2)n[nH]c1=S | 1 | 2% | ? | 3%
CC(C)c1cccc(C(C)C)c1NC(=O)COC(=O)c1ccc2c(c1)S(=O)(=O)c1ccccc1C2=O | . | 0% | 1 | .
O=C(COC(=O)c1cc(-c2ccco2)nc2ccccc12)NCc1ccc2c(c1)OCO2 | 3 | -7% | -100* | .
Oc1cccc(Nc2nc(NCC3CCCO3)c3ccccc3n2)c1 (stereo not given) | 10 | -3% | ? | 6%[2.29 µM]
COc1ccc(NC(=O)c2cccc(-n3c(C)ccc3C)c2)c(OC)c1 | . | 0% | -2 | .
Cc1ccc(C(=O)COC(=O)C2CC(=O)N(c3nc(-c4ccccc4)cs3)C2)cc1C (stereo not given) | -5 | -2% | ? | -3%
CN1CCN(S(=O)(=O)c2ccc(N3CCN(S(=O)(=O)c4cccs4)CC3)nc2)CC1 | 1 | 3% | ? | 23%
CCCCn1c2nc3ccccc3nc2c2c(=O)n(CCC)cnc21 | 10 | -4% | 13 | -4%
CCN(CC)CCN1C(=O)C(=O)/C(=C(/O)c2c(C)[nH]c(C(=O)OC)c2C)C1c1ccco1 (stereo not given) | ? | -19% | -9 | 1%
Nn1c(SCc2nc3ccccc3[nH]2)nnc1-c1cccnc1 | -6 | 1% | 0 | 2%
CCC(=O)NC(c1ccccc1Cl)c1c(O)ccc2ccccc12 (stereo not given) | -7 | -9% | 63 | .
COc1ccc(C(=O)Cc2ccc(OC)c(OC)c2)cc1 | 3 | -4% | ? | 5%
CC(C)C(=O)N1CCC(CN=Cc2c(O)n(C3CCCCC3)c(=O)n(C3CCCCC3)c2=O)CC1 | 2 | 5% | 19 | 17%
Cc1cccc(C)c1NC(=O)COC(=O)CSc1nnc(N)s1 | . | 0% | 45 | .
COc1cc2[nH]c(=O)n(CCC(=O)N3CCN(c4cccc(C)c4C)CC3)c(=O)c2cc1OC | 9 | -7% | -24 | ?
CN(C)C(=O)Cn1c(SCC(=O)Nc2ccc3c(c2)OCO3)nc2ccccc21 | ? | 2% | 2 | .

Single records, from the list above. Values in the order: IMPase cell inh, 12-hLO inh, PNC assembly inh, ALOX15B inhib
COc1cc2[nH]c(=O)n(CCC(=O)N3CCN(c4cccc(C)c4C)CC3)c(=O)c2cc1OC as listed: 9, -7%, -24, ?
CC(C)C(=O)N1CCC(CN=Cc2c(O)n(C3CCCCC3)c(=O)n(C3CCCCC3)c2=O)CC1 as listed: 2, 5%, 19, 17%
CN1CCN(S(=O)(=O)c2ccc(N3CCN(S(=O)(=O)c4cccs4)CC3)nc2)CC1 as listed: 1, 3%, ?, 23%

Next part:
canonical_smiles | IMPase cell inh | 12-hLO inh | PNC assembly inh | ALOX15B inhib
O=C(NC1CCCCC1NC(=O)c1cccs1)c1cccs1 (stereo not given) | 4 | 3% | 38 | -2%
COc1ccc(C2CC(c3cccs3)=NN2C(=O)CSC2=NN3CCCC(=O)N=C3S2)cc1 (stereo not given) | 0 | 0% | 32 | -10%
N#CCOC(=O)c1sccc1-n1cccc1 | 0 | 4% | -25 | 8%
CCOc1ccccc1N1CCN(C(=O)Nc2cccc(Cl)c2)CC1 | 12 | -1% | 44 | -6%
CCOC(=O)C1Oc2ccccc2C(C(=O)OC)=C1C(=O)OC (stereo not given) | . | -2%[0.00818 µM] | . | -9%[0.0915 µM]
CC12CCC(C(=O)Nc3c(Cl)cccc3Cl)(C(Br)C1=O)C2(C)C (stereo not given) | . | 0% | 10 | .
CCNc1nc(NC(C)C)nc(OCCOC(=O)c2ccccc2)n1 | 3 | -5% | -100* | .
Cc1sc(NC(=O)/C=C/c2ccc(C(C)C)cc2)c(C#N)c1C | 1 | 8% | 59 | 3%
CCOc1cc(S(=O)(=O)NCc2ccccn2)ccc1Cl | -5 | -4% | -24 | .
Cc1cc(S(=O)(=O)N(Cc2ccc3c(c2)OCO3)CC2CCCO2)ccc1-n1cnnn1 (stereo not given) | 15 | -3% | 43 | -2%
O=C(Nc1nccs1)c1sc2cc(Cl)ccc2c1Cl | 6 | -6% | 57 | 1%
Cn1c(=NC(=O)C2CC2)sc2cccc(F)c21 | -9 | 4% | -7 | 0%

Reformatted with two lines to a compound: entries from further up.
Every second line gives: IMPase cell inh	12-hLO inh	PNC assembly inh	ALOX15B inhib
- Cc1cc(S(=O)(=O)N(Cc2ccc3c(c2)OCO3)CC2CCCO2)ccc1-n1cnnn1 (stereo not given)
    15	-3%	43	-2%
- Cn1c(=NC(=O)C2CC2)sc2cccc(F)c21
    -9	4%	-7	0%
- CCOc1cc(S(=O)(=O)NCc2ccccn2)ccc1Cl
    -5	-4%	-24	.
- O=C(NC1CCCCC1NC(=O)c1cccs1)c1cccs1 (stereo not given)
    4	3%	38	-2%
- O=C(Nc1nccs1)c1sc2cc(Cl)ccc2c1Cl
    6	-6%	57	1%
- CCNc1nc(NC(C)C)nc(OCCOC(=O)c2ccccc2)n1
    3	-5%	-100*	.

New compounds follow
canonical_smiles | IMPase cell inh | 12-hLO inh | PNC assembly inh | ALOX15B inhib
Cc1cccc(-n2ccnc2SCC(=O)Nc2ccc3c(c2)OCCO3)c1 | ? | 1% | ? | 0%
O=C(N/N=C/C=C\c1ccccc1[N+](=O)[O-])c1ccccn1 | . | 2% | 34 | .
COc1ccccc1C1CC(c2ccc(F)cc2)Nc2ncnn21 (stereo not given) | -6 | 2% | -11 | 52%[activator]
CCc1cc2c(NCC3CCCO3)ncnc2s1 (stereo not given) | 12 | 1% | 11 | 3%
COC(=O)c1cccc(NC(=O)Nc2ccc(Cl)c(Cl)c2)c1 | 6 | -3% | 6 | -8%
O=C(c1ccc(F)cc1)c1cc2ccccc2o1 | -4 | -2% | 14 | -5%
Cc1cc(C)n(-c2nnc(C)n2/N=C/c2ccccc2F)n1 | 7 | -6% | ? | -7%
CCN(CC)C(=O)C1CCCN(Cc2ccc(F)c(F)c2)C1 (stereo not given) | 2 | -2% | ? | -7%
O=C(N/C=C\c1ccccc1)NCc1ccc(Cl)cc1Cl | 5 | -25% | -19 | -22%
C=CCSc1nc2ccccc2c(=O)[nH]1 | 5 | -7% | 35 | 2%
CC(C)(C)OC(=O)N1CC2Cc3[nH]c(=O)ccc3C(C2)C1 (stereo not given) | -2 | 6% | 18 | -2%
CC(Nc1nc(N2CCN(S(C)(=O)=O)CC2)nc2ccccc12)c1ccccc1 (stereo not given) | 2 | 0% | 317 | .
CN(C)c1ccc(-c2nc(NC3CCNCC3)c3ccccc3n2)cc1 | . | -3% | . | 54%[activator]
COCCn1nnnc1CN1C2CCCC1CC(NC(C)=O)C2 (stereo not given) | -1 | 1% | -18 | -2%
COc1ccc(Oc2ncc3ncc(=O)n(CCC#N)c3n2)cc1 | . | 0% | . | 1%
CN1CCN(C(=O)N2c3ccccc3C=Cc3ccccc32)CC1 | 21 | -3% | 16 | 18%
O=c1oc2ccccc2n1CSC1=NCCS1 | -1 | -1% | 32 | 3%
O=C(CSc1nnc(-c2ccccc2)n1Cc1ccco1)Nc1ccc2c(c1)OCCO2 | 8 | -1% | 5 | -8%
Cc1cc(=O)oc2cc(OCCSCCN3CCOCC3)ccc12 | 5 | -4% | ? | -12%
COC(=O)[C@H]1C[C@@H]1[C@H](NC(=O)c1ccccc1)c1ccccc1 | . | -2%&-2% | 36 | -4%
CCn1c(N)c(C(=O)N2CCOCC2)sc1=S | 2 | -13% | 10 | -2%
O=C(CCC(=O)c1cccs1)Nc1ccccc1F | 3 | -5% | 21 | 6%
Cc1ccc(C(=O)Nc2nc3ccc(S(C)(=O)=O)cc3s2)o1 | -12 | 11% | ? | .
Cc1occc1C(=O)NNC(=O)Nc1ccc(F)cc1F | ? | 1% | 15 | .
O=S(=O)(O)c1nc2ccccc2n1Cc1ccccc1 | -15 | -1% | 55 | 6%
Cc1ccc(-c2ccnc(=S)[nH]2)cc1 | -3 | -15% | -6 | ?
CCCCC(=O)Nc1ccc(C(=O)NNC(=O)c2ccc(C)c(Br)c2)cc1 | -14 | 3% | ? | .
CCC(=O)N1CCc2cc(S(=O)(=O)NCCN3CCCCC3CC)ccc21 (stereo not given) | -1 | 4% | -7 | 18%
C=CCOc1cccc(C2/C(=C(/O)c3ccc(C)cc3)C(=O)C(=O)N2CCN2CCOCC2)c1 (stereo not given) | -7 | -7% | 72 | 8%
COc1ccc(C(=O)Nc2ccc(C(=O)OCC(=O)c3cccc4ccccc34)cc2)cc1 | -6 | -1% | -15 | .
NC(=S)c1ccc(C(N)=S)o1 | -7 | -7% | 16 | 9%
O=[N+]([O-])c1ccc(CS(=O)Cc2ccccc2)cc1 (stereo not given) | . | 1%[11.4 µM] | . | -10%[11.4 µM]
CCCCN(C(=S)NC(=O)c1ccccc1)c1c(N)n(Cc2ccccc2)c(=O)[nH]c1=O | 0 | -2% | 1 | .
Cc1cc(=O)n2nc(N3CCCC3C(=O)NCCCN3CC(C)CC(C)C3)sc2n1 (stereo not given) | 2 | -1% | ? | -2%
CC1CC1c1ccc(/C=C(\C#N)C(=O)Nc2ccc(Cl)cc2Cl)o1 (stereo not given) | . | -2% | 24 | .
Oc1ccc(Br)cc1C=Nc1ccc2[nH]ncc2c1 | . | -5% | 19 | .
CCN(CC)c1ccc(NC(=O)c2cc(OC)cc(OC)c2)c(C)c1 | 19 | -2% | -89* | -3%
COC(=O)c1ccc(S(=O)(=O)c2ccc(C(=O)OC)s2)s1 | -10 | 0% | -17 | -1%
CC1CCN(C(=O)CN(c2ccc(Cl)c(C(F)(F)F)c2)S(C)(=O)=O)CC1 | 4 | 1% | -21 | 4%
Cc1cc(NC(=O)CSc2nc3ccccc3c(=O)n2Cc2ccc(F)cc2)no1 | ? | -6% | 27 | -7%
COc1ccc(-c2nnc(CSc3nc4ccccc4c(=O)n3C)o2)cc1OC | ? | 0% | -27 | -8%
CC(=O)OCCNc1cc(N2CCN(C)CC2)c2noc3c2c1C(=O)c1ccccc1-3 | 42[activator] | -1% | -93* | .
CC(C)(C)CC(C)(C)NC(=S)NC1CCN(Cc2ccccc2)CC1 | -3 | ? | ? | .
CCOC(=O)C1=C(O)C(Nc2nccs2)(C(F)(F)F)N=C1C (stereo not given) | 3 | -1% | 8 | -11%
COc1ccc(S(=O)(=O)N2CCN(C(=O)CCC3CCCC3)CC2)cc1 | 8 | -11% | 41 | -1%
CCCCn1c(=O)c(-c2ccccc2)c(O)c2ccccc21 | -2 | -5% | -2 | -7%
CCCCC(CC)CNS(=O)(=O)c1ccc2c(c1)CCN2C(=O)CCC(=O)O (stereo not given) | 9 | -5% | -11 | -7%
Cc1ccccc1CS(=O)(=O)c1nnc([C@H](Cc2ccccc2)NC(=O)OC(C)(C)C)o1 | 21 | -12% | ? | ?
CCCCn1c(=O)c2c(O)cc(=O)oc2c2ccccc21 | 1 | -14% | ? | -12%
